# Source: PubChem BioAssay
# M1 ag – human M1 muscarinic receptor agonism | P11229 | CHO-K1 hM1, Fluo-8 calcium fluorescence, agonist mode; 0% DMSO, 100% acetylcholine EC100 | activation, % at 3 µM | 360,000 tested, 0.33% active;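 active means activation above the run's mean compound activation plus 3 SD, cut at about 16% in these data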;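 further: peak over basal fluorescence ratio within a 140 s kinetic read after compound addition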
# V1aR counter – V1a receptor agonism, counter-screen for OXTR agonists; 320,000 tested, 0.25% active; activation, % at 3 µM; P37288; CHO-V1R cells, Fluo-8 calcium fluorescence, agonist mode; 0% DMSO, 100% 3 nM vasopressin;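 active means activation above the mean activation of all tested compounds plus 3 SD, per screening run, cut at about 20% in these data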;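 further: signal is peak over basal fluorescence ratio across a 100 second FLIPR read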
# Target sequence (P37288 whole entry, looked up): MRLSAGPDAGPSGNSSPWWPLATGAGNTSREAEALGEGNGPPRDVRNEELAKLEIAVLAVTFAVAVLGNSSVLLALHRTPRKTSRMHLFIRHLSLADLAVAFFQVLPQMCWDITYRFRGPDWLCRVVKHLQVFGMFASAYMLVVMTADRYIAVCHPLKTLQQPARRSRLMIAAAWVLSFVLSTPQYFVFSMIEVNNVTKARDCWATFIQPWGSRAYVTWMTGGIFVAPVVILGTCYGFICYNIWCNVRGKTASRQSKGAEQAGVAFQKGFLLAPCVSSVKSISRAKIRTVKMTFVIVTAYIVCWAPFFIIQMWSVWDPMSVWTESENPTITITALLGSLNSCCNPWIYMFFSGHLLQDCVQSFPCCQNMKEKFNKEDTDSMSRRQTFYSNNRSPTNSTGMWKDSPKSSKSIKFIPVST
# OXTR potentiate – potentiates the human oxytocin receptor response; 320,000 tested, 0.061% active; P30559; CHO-OTR cells, Fluo-8 calcium fluorescence, potentiator mode; 0% = oxytocin EC15, 100% = EC100; activation, % at 3 µM;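 active means activation above that plate's cutoff, the mean activation of tested compounds plus 3 SD, cut at about 6.6% in these data, passing the limit was not always enough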;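 further: 100% uses oxytocin at 75 nM as the full agonist control; some results filed as inactive read as strong as hits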
# Target sequence (P30559 whole entry, looked up): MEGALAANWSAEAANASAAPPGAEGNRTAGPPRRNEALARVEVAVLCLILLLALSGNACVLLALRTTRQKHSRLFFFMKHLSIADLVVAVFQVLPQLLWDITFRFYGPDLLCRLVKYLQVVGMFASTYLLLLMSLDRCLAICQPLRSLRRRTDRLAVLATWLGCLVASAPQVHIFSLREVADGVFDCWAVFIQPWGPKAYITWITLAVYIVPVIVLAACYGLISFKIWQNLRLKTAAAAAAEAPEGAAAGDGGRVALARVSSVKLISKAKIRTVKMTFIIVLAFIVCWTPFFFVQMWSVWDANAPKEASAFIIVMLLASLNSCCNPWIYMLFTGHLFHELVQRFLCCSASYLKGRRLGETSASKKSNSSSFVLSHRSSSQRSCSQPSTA
#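 Assay system: CHO cell line stably expressing human OTR | Also added: Oxytocin at about EC15, sub-maximal agonist stimulus | Times: Compound 6 min at room temperature before oxytocin, 100 s read | Measured by: Fluo-8 intracellular calcium fluorescence, ex 470-495, em 515-575 nm | Controls: EC15 oxytocin alone as 0%, 75 nM oxytocin as 100%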
# CHO-K1 Ca antag – nonselective inhibitor or artifact in parental CHO-K1 cells. inhibition, % at 3 µM. ATP-induced calcium, Fluo-8 fluorescence. 360,000 tested, 0.6% active. AID 602250;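 active means inhibition above a per-plate cutoff, the plate's mean sample inhibition plus 3 SD, cut at about 24% in these data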;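 further: 0% = DMSO plus EC80 ATP and 100% = DMSO alone without ATP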
# M1 ag parental – M1 agonist counterscreen hit in parental CHO-K1 cells; Fluo-8 calcium fluorescence; scaled to maximal ATP response, vehicle zero; activation, % at 3 µM; 360,000 tested, 0.48% active; in the data active means activation above about 15%;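 further: untransfected CHO-K1 host cells lacking M1 receptor as counterscreen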
# CHO parental Ca – counter-screen for OX1R antagonists: effect in parental CHO cells. inhibition, % at 5.6 µM. parental CHO-K1, ATP-induced calcium, Fluo-8 fluorescence. 330,000 tested, 0.63% active;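 active means inhibition above that plate's mean sample inhibition plus 3 SD, cut at about 26% in these data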;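 further: 0% = ATP-challenged DMSO wells and 100% = DMSO wells without ATP; some compounds past the cut are filed as inactive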
#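 Material: Parental CHO cells | Reagent: ATP | Compound dosing: Single nominal dose of 5.6 µM per compound | Detection: Intracellular calcium via Fluo-8 no-wash fluorescent dye | Read-out: % inhibition of ATP-induced calcium mobilization | Benchmarks: Low control ATP plus DMSO, high control DMSO only | Replicates: Singlicate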
# CHO-K1 Ca PAM – nonselective activator or artifact in parental CHO-K1 calcium assay | ATP EC20, Fluo-8 calcium fluorescence; 0% at ATP EC20, 100% at ATP max | AID 602247 | 360,000 tested, 0.02% active | activation, % at 3 µM;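 active means activation above the run cutoff, the mean activation of all test compounds plus 3 SD, cut at about 40% in these data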;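 further: peak over basal fluorescence ratio in a 140 s read after ATP addition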
# TAAR1 ag – human TAAR1 agonism. Q96RJ0. CHO RD-HGA16 TAAR1, Fluo-8 calcium fluorescence; vehicle wells 0%, saturating PEA agonist 100%. activation, % at 3 µM. 360,000 tested, 0.99% active. AID 624467;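 active means activation above the mean activation of all test compounds in the run plus 3 SD, cut at about 38% in these data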
#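 Assay system – CHO-derived RD-HGA16 cells with stable Gα16 and human TAAR1 · Compound dosing – one-point dosing at 3 µM (nominal) · Incubation – 17-24 h seeding, 75 min 37 °C dye, 30 min RT · Measured by – kinetic Fluo-8 calcium fluorescence · Control set – DMSO vehicle as 0%, PEA at EC100 as 100% · Repeats – single well for each compound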
# TAAR1 antagonist – human TAAR1 antagonism. CHO RD-HGA16 TAAR1, Fluo-8 calcium fluorescence, antagonist. Q96RJ0. AID 624466. 360,000 tested, 1.5% active. inhibition, % at 3 µM;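 active means inhibition above a per-plate cutoff, the mean inhibition of test compounds on that plate plus 3 SD, cut at about 49% in these data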;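 further: 0% = DMSO plus EC80 beta-PEA response and 100% = DMSO alone without agonist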
#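 Test system: CHO RD-HGA16 cells bearing hTAAR1 | Reagent: β-PEA, EC80 | Compound dosing: 3 µM, single point | Schedule: Dye loading 75 min at 37 °C, then 30 min room temperature | Signal: Calcium fluorescence with Fluo-8 | Evaluation: Percent inhibition of PEA-evoked calcium signal, max/basal emission ratio | Control set: DMSO-only wells and EC80 β-PEA-stimulated wells | Repeats: Singlicate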
# * marks the source's active call; other numbers are inactive results; / = no result given.
SMILES,M1 ag,V1aR counter,OXTR potentiate,CHO-K1 Ca antag,M1 ag parental,CHO parental Ca,CHO-K1 Ca PAM,TAAR1 ag,TAAR1 antagonist
C[C@@H]1COc2cc(N(C)CCO)ccc2S(=O)(=O)N1,/,/,/,-17,1.2,/,26,2,-16
Cc1ccc(NC(=O)C2CC(=O)N/C(=N/NC(=O)c3ccc(C)cc3)S2)cc1 (stereo unspecified),-3,-0.1,-2,-9,-0.1,-2,18,0,-1
O=C(CSc1ccc(-c2cccs2)nn1)Nc1ccccc1F,0,1.2,-5,-14,2.6,4,20,1,-21
CCc1nnc(NC(=O)CSc2nnc(-c3ccccc3OC)n2-c2ccc(C)cc2)s1,-3,1.0,-1,-3,-0.3,-30,5,9,-19
O=C(NCCc1ccccc1)C1CCN(C2CCN(C(=O)CC3=CCCCC3)CC2)CC1,0,2.2,4,-10,1.5,-12,4,2,-3
COCCNC(=S)N(CCN(C)C)Cc1cc2cc3c(cc2[nH]c1=O)OCO3,-6,-0.1,-11,4,-0.1,-12,-15,0,-8
Cc1ccc(-c2ccc(SCC(=O)Nc3ccc4c(c3)OCCO4)nn2)cc1,-8,-0.2,-5,-6,4.4,-34,31,7,-15
CC[n+]1ccc(/C=C/c2c[nH]c3ccccc23)cc1,-7,3.6,-7,-5,9.3,-3,19,2,-16
COc1ccccc1C(=O)Nc1ccc(S(=O)(=O)N2CCCCC2)cc1,-5,6.2,-9,-11,2.7,-1,0,10,2
COc1cccc(-c2nc(-c3ccccc3)no2)c1,-1,0.4,-1,-10,0.0,1,15,13,4
CS(=O)(=O)NCCSc1cc(C(F)(F)F)nc2ccccc12,-3,-0.7,-2,-2,2.6,-8,5,1,-8
CSc1ccc(NC(=O)CC(C)=O)cc1,-4,0.1,-5,-1,-0.4,-7,1,11,2

# Just M1 ag parental (4 entries from above):
SMILES | M1 ag parental
CCc1nnc(NC(=O)CSc2nnc(-c3ccccc3OC)n2-c2ccc(C)cc2)s1 | -0.3
O=C(NCCc1ccccc1)C1CCN(C2CCN(C(=O)CC3=CCCCC3)CC2)CC1 | 1.5
COCCNC(=S)N(CCN(C)C)Cc1cc2cc3c(cc2[nH]c1=O)OCO3 | -0.1
Cc1ccc(-c2ccc(SCC(=O)Nc3ccc4c(c3)OCCO4)nn2)cc1 | 4.4

# Remaining list, next part:
SMILES,M1 ag,V1aR counter,OXTR potentiate,CHO-K1 Ca antag,M1 ag parental,CHO parental Ca,CHO-K1 Ca PAM,TAAR1 ag,TAAR1 antagonist
CCCCOCCCN1CC(=O)N2[C@@H](Cc3c([nH]c4ccccc34)C2(C)C)C1=O,-2,6.9,-17,-10,6.8,-26,-2,12,23
O=C(Nc1ccc(Cl)cc1)c1cc(Br)ccc1OCC(=O)N1CCOCC1,0,2.6,-8,3,0.8,-7,-2,5,8
CC(C)n1c(NCc2nc3ccccc3n2C)nc2ccccc21,-5,-0.2,0,1,0.6,-22,-3,5,3
Cc1c(NC(=O)CN2CCN(c3ccc(O)cc3)CC2)c(=O)n(-c2ccccc2)n1C,-3,-1.0,-5,-12,0.4,-9,-2,7,7
O=C(CCc1c[nH]c2ccccc12)NCCc1ccc(O)cc1,-4,0.3,-9,7,4.2,-6,-6,8,-15
Cc1ccccc1CN1[C@@H]2c3ccccc3C[C@@H]2OCCS1(=O)=O,-7,-0.6,-4,-19,-0.8,-14,12,30,1
Cc1cc(NC(=O)NC(C)(C(F)(F)F)C(F)(F)F)no1,-3,0.7,-2,-4,0.8,-5,5,4,0
Cc1cc(-c2nnc(CCC(=O)NC(c3ccccc3)c3ccccc3)o2)no1,-1,-1.5,-14,-9,-0.4,5,13,3,7
COc1cc([N+](=O)[O-])cc2sc(NC(C)=O)nc12,0,0.1,-2,-6,0.5,3,17,0,3
CN1CCC(N(C)C(=O)c2cc(-c3ccccc3Cl)nc3ccccc23)CC1,-6,0.3,7,-4,1.5,-4,1,0,6
COC(=O)c1ccc2c(=O)n(Cc3ccco3)c(SCC(=O)Nc3cc(C)on3)nc2c1,-6,-0.9,-9,-2,-0.3,-26,8,6,-9
CC(C)(Oc1ccc(Cl)cc1)C(=O)OCC(=O)N1CCN(c2ccccc2)CC1,-4,-0.2,-14,8,0.0,-8,2,-1,1
CC(=O)NC1CC2CCCC(C1)N2C(=O)Nc1cccc(C(C)=O)c1 (stereo unspecified),2,/,/,13,0.4,/,-23,2,-4
O=C(Nc1ccc([N+](=O)[O-])cc1)Nc1ccc(N2CCOCC2)c2nonc12,-2,0.7,-2,0,1.0,5,6,15,-3
Cc1oc(=O)c(NC(=O)c2ccccc2)cc1C(C)O (stereo unspecified),-6,-0.1,-8,-9,0.3,-6,14,2,-2
COc1ccc2oc(C(=O)OCC(=O)Nc3ccc(C)c(S(=O)(=O)N4CCOCC4)c3)c(C)c2c1,-3,/,/,-4,0.0,/,8,-2,-11
CCn1c(N2CCN(C(=O)/C=C/c3ccccc3)CC2)nc2ccccc21,-8,1.1,-14,-5,2.7,-20,15,4,35
CCOC(=O)C1Nc2c(cc(C(F)(F)F)cc2[N+](=O)[O-])C2c3ccccc3CC12 (stereo unspecified),-7,1.0,-8,-8,0.6,-30,12,12,8
COc1ccc2nc(C)[nH]c(=O)c2c1,-3,0.1,-13,-15,-0.2,-15,15,6,1
Cc1ccc(C)c(S(=O)(=O)N2CCN(C(=O)c3ccccc3Cc3ccccc3)CC2)c1,-3,-0.7,-6,4,1.0,-24,-15,3,45
Cc1ccc2nc(SC(C)C(=O)N3CCOCC3)[nH]c2c1 (stereo unspecified),-6,-0.8,-6,-18,0.9,11,8,2,-10
CCN(CC)C(=O)C1CCN(S(=O)(=O)c2ccc(C3CNC(=O)C3)cc2)CC1 (stereo unspecified),-1,0.7,-5,3,0.2,-7,9,1,-19
Cc1cccc(NC(=O)c2ccccc2NC(=O)c2ccccc2)n1,-7,-1.9,-3,-14,1.9,-22,0,3,17
O=C(NCc1cccnc1)Nc1cccc(Cl)c1,-3,4.3,-3,-13,0.3,-5,8,2,18
O=C(CN(CC1CCCO1)C(=O)CNS(=O)(=O)c1ccc(F)cc1)NCCc1ccccc1 (stereo unspecified),-4,0.7,0,-15,1.2,-18,7,-1,9
Cc1nc2sccn2c1-c1csc(NCc2ccccc2)n1,2,5.2,-14,15,11,-17,-8,14,35
c1ccc(Cn2nnc(-c3ccccc3)n2)cc1,-3,-1.5,-7,-9,0.4,-29,20,8,-3
O=C(CSc1ncnc2c1nnn2-c1ccc(F)cc1)NCc1ccco1,-2,5.1,-9,-14,4.1,-6,11,37,64*
O=C(Nc1ccc(C(=O)c2ccccc2)cc1)c1ccccc1,-5,3.4,-14,-7,8.7,-4,-28,10,41
Cc1cccc(NC(=O)c2nc[nH]c2C(=O)N2CCC(C)CC2)c1,-3,-0.9,0,0,-0.8,-15,12,5,13
CCN1CCN(S(=O)(=O)c2ccc(Cl)c(C(=O)NC3CCC(C)CC3)c2)CC1 (stereo unspecified),-7,-0.2,-5,-13,0.0,-20,-5,-1,-10
Cc1ccc(Cn2c(SCC(=O)NCC3CCCO3)nc3ccsc3c2=O)cc1 (stereo unspecified),-1,-0.7,-19,-10,0.6,9,9,-1,-4
O=c1oc2ccccc2n1Cn1c(=O)oc2ccccc21,-1,0.0,-13,-17,0.5,-14,26,2,-6
Cc1cc(S(=O)(=O)Nc2ccc(N3CCOCC3)cc2)ccc1Br,-2,3.9,-6,-5,3.5,-15,2,6,7
COc1ccc(/C=N/NC(=O)c2c(C)n(C)c3ccc(OC)cc23)c(OC)c1,-4,1.3,-1,-10,1.9,-20,12,1,3
O=C(OCC(=O)N1CCN(c2ccccc2)CC1)c1cccc(Cl)c1,-4,-1.4,-3,-3,1.1,-8,13,1,7

# Profiles, looked up by structure. Screens in order: M1 ag	V1aR counter	OXTR potentiate	CHO-K1 Ca antag	M1 ag parental	CHO parental Ca	CHO-K1 Ca PAM	TAAR1 ag	TAAR1 antagonist
# O=C(NCCc1ccccc1)C1CCN(C2CCN(C(=O)CC3=CCCCC3)CC2)CC1 is listed as 0	2.2	4	-10	1.5	-12	4	2	-3
# COc1ccccc1C(=O)Nc1ccc(S(=O)(=O)N2CCCCC2)cc1 is listed as -5	6.2	-9	-11	2.7	-1	0	10	2

# Other compounds:
SMILES,M1 ag,V1aR counter,OXTR potentiate,CHO-K1 Ca antag,M1 ag parental,CHO parental Ca,CHO-K1 Ca PAM,TAAR1 ag,TAAR1 antagonist
O=C(CCn1nnc2ccccc21)Nc1nnc(COc2ccccc2F)s1,-2,1.8,-18,-12,2.0,-1,3,6,-7
CC1CCN(c2nc3ccccc3nc2C(C#N)C(=O)OC2CCCCC2)CC1 (stereo unspecified),-4,-0.1,-2,-7,2.4,-2,17,/,/
O=C(CN1C(=O)c2ccccc2C1=O)Nc1cccc(Cl)c1,-1,1.6,-6,0,0.7,-13,4,2,9
Nc1cccc(-c2nc3ccccc3[nH]2)c1,-5,-0.4,-3,-48,0.7,5,13,10,22
CN(C)S(=O)(=O)c1cccc(NS(=O)(=O)c2ccc(Cl)s2)c1,-6,1.9,7,3,0.9,-9,1,0,-18
O=C(C1CCN(S(=O)(=O)N2CCOCC2)CC1)N1CCc2ccccc21,/,0.4,1,/,/,-11,/,-1,-15
CN(Cc1cc2ccccc2[nH]c1=O)C(=O)C1CCCCC1,1,3.6,-27,-6,1.3,-29,11,6,3
NNC(=O)Cc1cn(-c2ncc(C(F)(F)F)cc2Cl)c2ccccc12,-1,0.8,-5,-6,0.7,-17,19,14,-24
COc1cc2ccc(CC(N)=O)cc2cc1OC,-2,/,/,-10,0.5,/,3,2,-18
CCCCN1CC(COCc2ccccc2)Oc2cccc(NCc3ccc(OC)cc3)c2S1(=O)=O (stereo unspecified),-3,/,/,1,0.2,/,-8,2,0
Cc1cnc(CNC(=O)C2CCC(=O)N(Cc3ccc(Cl)cc3)C2)[nH]1 (stereo unspecified),-6,0.5,-4,-2,-0.2,7,-28,1,3
C(#CCN1CCOCC1)CCCN1CCOCC1,-3,/,/,-17,0.1,/,14,2,-21
O=C(CSc1nnc(-c2cccs2)n1-c1ccccc1)NCc1ccc2c(c1)OCO2,-3,-0.9,4,-3,0.4,-16,-6,1,16
C[C@H]1CN=C(N(C)C)N1CCCCc1ccccc1,-14,0.5,-5,-12,-0.3,-4,5,-1,3
